JMJD2A Tudor: JMJD2A Tudor domain (human) inhibition. O75164. AlphaScreen JMJD2A-Tudor / H3K4me3 peptide binding. Potency, µM (highest dose often 114 µM), without a hit: at the top dose activity change, negative = inhibition, most hits filed as inhibitors. 390,000 tested, 4.4% active. AID 504339; also: potency is read from the fitted curve at half-maximal effect; % is scaled to controls: 0 for no effect and ±100 for the full control effect; nearly all actives have a fitted effect of over 50% in size
PI4K2A inh: PI4K2A (human) kinase inhibition | Q9BTU6 | purified PI4K2A, ADP-Glo luminescence, 1 h; active compounds read low | activity change, negative = inhibition, % at 76.9 µM | 420,000 tested, 0.13% active | AID 1346378; in the data active = activity change below about -50%; inconclusive = mostly about -30% to -49%;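 also: -100% = wells without enzyme as full effect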
Target sequence (Q9BTU6 whole entry, looked up): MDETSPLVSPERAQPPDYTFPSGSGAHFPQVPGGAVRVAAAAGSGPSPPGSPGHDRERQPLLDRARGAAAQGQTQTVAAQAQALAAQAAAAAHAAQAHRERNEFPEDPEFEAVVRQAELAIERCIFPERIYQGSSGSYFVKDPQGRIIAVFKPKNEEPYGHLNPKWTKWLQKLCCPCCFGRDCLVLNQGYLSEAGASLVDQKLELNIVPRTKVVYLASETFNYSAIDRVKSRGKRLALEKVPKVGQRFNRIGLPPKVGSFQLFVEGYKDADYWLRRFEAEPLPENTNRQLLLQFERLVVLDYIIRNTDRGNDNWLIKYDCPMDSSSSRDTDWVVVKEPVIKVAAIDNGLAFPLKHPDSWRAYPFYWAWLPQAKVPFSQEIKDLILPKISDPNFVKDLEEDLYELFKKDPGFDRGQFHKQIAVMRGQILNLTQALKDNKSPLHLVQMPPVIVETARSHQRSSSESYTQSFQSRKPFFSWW
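Compounds are screened against recombinant PI4K2A using PI as substrate and ATP, the latter dispensed at 300 microM. Reactions run one hour at ambient temperature before ADP-Glo detection; full inhibition defined by wells lacking enzyme.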
Pin1 inh: blocks the human prolyl isomerase Pin1; Q13526; Pin1 FP peptide displacement, HiFluor488, 10 min; Potency, µM (titrated, usually from 115 µM), for inactives: at the highest dose activity, negative = inhibition, hits mostly inhibitors; 390,000 tested, 0.009% active; AID 504891; active = well fitted inhibition curve with a large enough effect in the polarisation, with a control signal flat, not every such curve was filed as active; inconclusive = small, poorly fitted or top-dose-only effect, or effect the other way, or a change in a side signal; inactive = no such curve, though single readings can be large or run the other way; the % refers to the polarisation; also: potency is read from the fitted curve at half-maximal effect; % is scaled to controls: 0 for no effect and ±100 for the full control effect
Target sequence (Q13526 whole entry, looked up): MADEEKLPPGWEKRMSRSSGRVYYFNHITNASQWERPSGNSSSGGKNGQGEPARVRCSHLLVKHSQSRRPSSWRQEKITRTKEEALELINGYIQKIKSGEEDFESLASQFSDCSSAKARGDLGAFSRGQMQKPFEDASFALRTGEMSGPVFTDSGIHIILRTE
G9a inh: G9a (human) methyltransferase inhibition | G9a H3K9 monomethylation, AlphaScreen, 2 h | Potency, µM (series often up to 102 µM), for inactives: at the top dose activity, negative = inhibition, hits mostly inhibitors | 350,000 tested, 8.8% active | AID 504332; also: potency is read from the fitted curve at half-maximal effect; % is scaled to controls: 0 for no effect and ±100 for the full control effect; nearly all actives have a fitted effect of over 75% in size
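Signal arises when biotinylated H3K9 peptide, once monomethylated, bridges streptavidin donor and antibody-captured acceptor beads. Enzyme at 20 nM was preincubated 15 min with test compounds; peptide 500 nM and SAM 20 uM then reacted for 2 h.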
Pol eta inh: DNA polymerase eta (human) inhibition | Q9Y253 | recombinant Pol eta, fluorescent DNA replication assay | Potency, µM (doses to about 114 µM), inactives show top-dose activity change, negative = inhibition, usual class: inhibitors | 390,000 tested, 1.2% active; also: potency is read from the fitted curve at half-maximal effect; % is scaled to controls: 0 for no effect and ±100 for the full control effect
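Fluorescent replication assay: 50 nM final substrate added after a 15 min room-temperature compound preincubation with 10 nM enzyme. Signal taken at 0 min and again at 10 min.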
BAZ2B inh: inhibitors of human BAZ2B bromodomain; AlphaScreen BAZ2B-H3K14Ac peptide displacement; Potency, µM (doses to about 114 µM), inactives show at the top dose activity change, negative = inhibition, usual class: inhibitors; 360,000 tested, 4.4% active; AID 504333; also: potency is read from the fitted curve at half-maximal effect; % is scaled to controls: 0 for no effect and ±100 for the full control effect; nearly all actives have a fitted effect of over 60% in size
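Multi-concentration screen (max 110 uM) measuring displacement of acetylated histone H3 peptide from BAZ2B by AlphaScreen, using 50 nM protein, 50 nM peptide and 10 ug/mL streptavidin donor plus Ni-chelate acceptor beads.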
Tb PGK inh: T. brucei PGK inhibition; AID 602233; Potency, µM (doses to about 57.5 µM), for the others: top-dose activity change, negative = inhibition, most hits filed as inhibitors; PGK/GAPDH coupled, Kinase-Glo luminescence, 60 min; P07378; 380,000 tested, 0.043% active; also: potency is read from the fitted curve at half-maximal effect; % is scaled to controls: 0 for no effect and ±100 for the full control effect; nearly all actives have a fitted effect of over 60% in size
Target sequence (P07378 whole entry, looked up): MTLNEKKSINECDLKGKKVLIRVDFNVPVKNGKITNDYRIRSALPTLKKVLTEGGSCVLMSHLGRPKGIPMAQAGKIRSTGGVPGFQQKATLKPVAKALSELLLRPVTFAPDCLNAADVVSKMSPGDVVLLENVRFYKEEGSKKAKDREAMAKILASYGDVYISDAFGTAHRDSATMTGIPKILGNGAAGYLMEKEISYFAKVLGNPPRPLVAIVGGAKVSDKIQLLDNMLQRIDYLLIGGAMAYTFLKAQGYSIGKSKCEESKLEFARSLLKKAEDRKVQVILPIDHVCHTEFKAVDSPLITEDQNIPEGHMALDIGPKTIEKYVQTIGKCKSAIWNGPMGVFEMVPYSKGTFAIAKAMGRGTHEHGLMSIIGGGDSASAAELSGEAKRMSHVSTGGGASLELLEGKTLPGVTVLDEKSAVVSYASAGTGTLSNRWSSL
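Luminescent ATP detection (Kinase-Glo Plus) follows a 60-minute room-temperature incubation, with wells lacking PGK as controls. Buffer: 100 mM TEA (pH 7.6), 5 mM MgCl2, 0.01% Tween-20. Coupling enzyme GAPDH (100 nM final) supplies unstable 1,3-BPG in-well.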
HP1b chromo inh: HP1-beta chromodomain-methylated histone interaction inhibition | 390,000 tested, 0.56% active | AlphaScreen HP1-beta / biotin-H3K9me3 peptide binding | AID 540317 | P83916 | Potency, µM (titrated, usually from 114 µM), without a hit: top-dose activity change, negative = inhibition, usual class: inhibitors; also: potency is read from the fitted curve at half-maximal effect; nearly all actives have a fitted effect of over 70% in size; inactives centre near 23
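HP1-beta protein (50 nM final) preincubated 30 min at room temperature with biotinylated H3(1-18)K9me3 peptide (50 nM) in PBS pH 7.4, 0.01% Tween-20, then compound added for 30 min. AlphaScreen streptavidin donor/nickel chelate acceptor beads (10 ug/mL final), 30 min dark, luminescence read.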
GLS inh: inhibitors of human glutaminase (GLS) | GLS enzymatic activity, qHTS titration | O94925 | 410,000 tested, 0.21% active | Potency, µM (top dose mostly 45.5 µM), inactives show at the top dose activity change, negative = inhibition, usual class: inhibitors; also: potency is read from the fitted curve at half-maximal effect; % is scaled to controls: 0 for no effect and ±100 for the full control effect
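hKGA; 45 mM KH2PO4 pH 8.2 + 0.02% Tween-20; cpd via pin tool; 1 mM Gln soln; GluOx/HRP/Amplex Red; RT 30 min; fluor. t0 & final.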
Numbers without * were called inactive; [ ] = remark or other dose. Unless noted, calls follow the shape of the dose curve; as a rule, active = well fitted curve in the direction sought with a large enough effect; inconclusive = small, poorly fitted or top-dose-only effect, or another doubt; inactive = no such curve, though single readings can be large; an effect the other way counts as inactive or inconclusive. Not all compounds are listed; rates above refer to the full screens.

What do the screens show for `CC(C)(CC(=O)O)CC(=O)N1CCN(c2nc3cc(Cl)ccc3s2)CC1`?
JMJD2A Tudor: -6%; PI4K2A inh: 1; Pin1 inh: -2%; G9a inh: 10%; Pol eta inh: -20%; BAZ2B inh: 0%; Tb PGK inh: -5%; HP1b chromo inh: 35%; GLS inh: -6%

What do the screens show for `Cn1cccc1C(=O)NCC1COc2ccccc2O1` (stereo not given)?
JMJD2A Tudor: -31%; PI4K2A inh: -7; Pin1 inh: 7%; G9a inh: 50µM*; Pol eta inh: -1%; BAZ2B inh: -31%; Tb PGK inh: -1%; HP1b chromo inh: -8%; GLS inh: 7%

What do the screens show for `O=C(COC(=O)c1ccccn1)Nc1ncc(C(F)(F)F)cc1Cl`?
JMJD2A Tudor: inconclusive; PI4K2A inh: -2; Pin1 inh: -3%; G9a inh: -44%[59 µM]; Pol eta inh: -1%; BAZ2B inh: inconclusive; Tb PGK inh: 11%; HP1b chromo inh: 5%; GLS inh: -13%

What do the screens show for `[O-][n+]1c2c(nn1-c1ccccc1Cl)-c1nonc1CC2`?
JMJD2A Tudor: -4%; PI4K2A inh: -3; Pin1 inh: 8%; G9a inh: -30%; Pol eta inh: 9%; BAZ2B inh: 11%; Tb PGK inh: -6%; HP1b chromo inh: 11%; GLS inh: -19%

What do the screens show for `CCc1ccc(S(=O)(=O)c2nnn3c2nc(N2CCC(C(N)=O)CC2)c2cc(Cl)ccc23)cc1`?
JMJD2A Tudor: 7%; PI4K2A inh: -3; Pin1 inh: 41%[activator]; G9a inh: -1%[59 µM]; Pol eta inh: -11%; BAZ2B inh: 7%; Tb PGK inh: -5%; HP1b chromo inh: 31%; GLS inh: 60%[activator]

How did COc1cc(CNCc2cccs2)ccc1OCC(=O)NC(C)(C)C do in these assays?
JMJD2A Tudor: -4%; PI4K2A inh: 1; Pin1 inh: 0%; G9a inh: 13%; Pol eta inh: 4%; BAZ2B inh: 5%; HP1b chromo inh: 7%; GLS inh: 0%

What do the screens show for `CC(/C=N/n1c(-c2cccnc2)n[nH]c1=S)=C\c1ccccc1`?
JMJD2A Tudor: 20µM*; PI4K2A inh: 2; Pin1 inh: -13%; G9a inh: 0.89µM*; Pol eta inh: -3%; BAZ2B inh: inconclusive; Tb PGK inh: 0%; HP1b chromo inh: 17%; GLS inh: inconclusive

Results for CCOc1ncccc1C(=O)NCC(c1ccccc1)N(C)C (stereo not given) ?
JMJD2A Tudor: -2%; PI4K2A inh: 5; Pin1 inh: -9%; Pol eta inh: -11%; BAZ2B inh: -2%; Tb PGK inh: -1%; HP1b chromo inh: 27%; GLS inh: -9%

What do the screens show for `Oc1c(N=NC(=S)Nc2ccccc2F)c2ccccc2n1Cc1ccccc1`?
JMJD2A Tudor: inconclusive; PI4K2A inh: 0; Pin1 inh: 28%; G9a inh: 18µM*; Pol eta inh: -15%; BAZ2B inh: inconclusive; Tb PGK inh: inactive; HP1b chromo inh: inconclusive; GLS inh: 7%

How did O=C(O)C1CCCN1S(=O)(=O)c1ccc2[nH]c(=O)c(=O)[nH]c2c1 (stereo not given) do in these assays?
JMJD2A Tudor: -24%; PI4K2A inh: -3; Pin1 inh: 0%; G9a inh: -4%[12.7 µM]; Pol eta inh: 8%; BAZ2B inh: -2%; Tb PGK inh: inactive; HP1b chromo inh: 10%; GLS inh: -14%

How did Cc1cc(C)n(-c2ccc(S(N)(=O)=O)cc2[N+](=O)[O-])n1 do in these assays?
JMJD2A Tudor: -14%; PI4K2A inh: 5; Pin1 inh: -6%; G9a inh: 14%; Pol eta inh: -14%; BAZ2B inh: 0%; Tb PGK inh: -2%; HP1b chromo inh: 26%; GLS inh: 3%

What do the screens show for `CCCCCCCC1(C)NC(=O)N(CC(=O)Nc2cc(C)on2)C1=O` (stereo not given)?
JMJD2A Tudor: -5%; PI4K2A inh: -4; Pin1 inh: 6%; G9a inh: -32%; Pol eta inh: -16%; Tb PGK inh: -10%; HP1b chromo inh: 12%; GLS inh: 11%

How did CCSc1nnc(NC(=O)c2nc(S(=O)(=O)Cc3ccc(F)cc3)ncc2Cl)s1 do in these assays?
JMJD2A Tudor: 2.8µM*; PI4K2A inh: -26; Pin1 inh: -11%; Pol eta inh: -5%; BAZ2B inh: inconclusive; Tb PGK inh: inactive; HP1b chromo inh: 10%[57 µM]; GLS inh: -2%

How did N#C/C(=C\c1ccc(N2CCOCC2)o1)C(=O)NCC1CCCO1 (stereo not given) do in these assays?
JMJD2A Tudor: -12%; PI4K2A inh: 3; Pin1 inh: inconclusive; Pol eta inh: -22%; BAZ2B inh: -16%; Tb PGK inh: -6%; HP1b chromo inh: 23%; GLS inh: 35%[activator]

Results for Cc1nnc(SCC(=O)N2CCc3ccccc3C2)n1-c1ccccc1 ?
JMJD2A Tudor: -2%; PI4K2A inh: -3; Pin1 inh: -13%; G9a inh: -3%[59 µM]; Pol eta inh: -6%; BAZ2B inh: 8%; Tb PGK inh: -5%; HP1b chromo inh: 17%; GLS inh: 18%

Results for CCOC(=O)c1ccc(NC(=O)CSc2nc3c(c(=O)n2C)SC(C)C3)cc1 (stereo not given) ?
JMJD2A Tudor: -24%; PI4K2A inh: -4; Pin1 inh: inconclusive; G9a inh: inconclusive; Pol eta inh: -21%; BAZ2B inh: -10%; Tb PGK inh: 9%; HP1b chromo inh: 26%; GLS inh: 4%

What do the screens show for `CCOc1ccc(C(=O)Nc2cccc(C(=O)OCc3cc(=O)n4cc(C)sc4n3)c2)cc1`?
JMJD2A Tudor: 4%; PI4K2A inh: -26; Pin1 inh: 1%; G9a inh: 0%[12.7 µM]; Pol eta inh: -15%; BAZ2B inh: -10%; Tb PGK inh: 5%; HP1b chromo inh: 26%; GLS inh: -2%

Results for CCOC(=O)CSc1nnc(-c2ccco2)n1-c1ccccc1 ?
JMJD2A Tudor: -12%; PI4K2A inh: -6; Pin1 inh: -8%; G9a inh: inconclusive; Pol eta inh: -2%; BAZ2B inh: -5%; Tb PGK inh: inactive; HP1b chromo inh: 28%; GLS inh: -4%

How did O=C(/C=C/c1ccccc1)N1CCN(Cc2cc(=O)n3nc(-c4ccccc4Cl)sc3n2)CC1 do in these assays?
JMJD2A Tudor: -15%; PI4K2A inh: 2; Pin1 inh: 3%; G9a inh: 14%[59 µM]; Pol eta inh: -9%; BAZ2B inh: 7%; Tb PGK inh: -2%; HP1b chromo inh: 11%[57 µM]; GLS inh: 1%

How did Cc1nnc(-c2cnn(C)c2N)n1Cc1ccc(Cl)cc1 do in these assays?
JMJD2A Tudor: -1%; PI4K2A inh: 3; Pin1 inh: -10%; G9a inh: -4%[12.7 µM]; Pol eta inh: -2%; BAZ2B inh: 8%; Tb PGK inh: -10%; HP1b chromo inh: 72%[activator]; GLS inh: 12%

Results for CCN(Cc1nc2ccccc2c(=O)[nH]1)Cc1cc(=O)oc2cc(OC)ccc12 ?
JMJD2A Tudor: -16%; PI4K2A inh: 4; Pin1 inh: 1%; G9a inh: 0%[12.7 µM]; Pol eta inh: -13%; BAZ2B inh: -1%; Tb PGK inh: -3%; HP1b chromo inh: 32%; GLS inh: 1%

Results for CN1CCS/C1=C\C=C1/SC(=S)N(CC(=O)O)C1=O ?
JMJD2A Tudor: -29%; PI4K2A inh: -2; Pin1 inh: inconclusive; G9a inh: 40µM*; Pol eta inh: -2%; BAZ2B inh: inconclusive; Tb PGK inh: -2%; HP1b chromo inh: 18%; GLS inh: 31%

How did Cc1onc(-c2ccccc2)c1C(=O)c1c[nH]c(C(=O)NCc2ccncc2)c1 do in these assays?
JMJD2A Tudor: -8%; PI4K2A inh: 6; Pin1 inh: 0%; G9a inh: 0%; Pol eta inh: -12%; BAZ2B inh: -9%; Tb PGK inh: inactive; HP1b chromo inh: 25%; GLS inh: -16%

Results for O=C1O/C(=C\c2ccccc2)c2ccccc21 ?
JMJD2A Tudor: 46%[activator]; PI4K2A inh: -8; Pin1 inh: -1%; G9a inh: 141%[activator]; Pol eta inh: 2%; BAZ2B inh: 113%[activator]; Tb PGK inh: -1%; HP1b chromo inh: 70%[activator]; GLS inh: 5%

What do the screens show for `O=C(NCc1cccs1)C(=O)NCC(c1ccco1)N1CCN(c2ccc(F)cc2)CC1` (stereo not given)?
JMJD2A Tudor: -36%; PI4K2A inh: 0; Pin1 inh: -1%; G9a inh: inconclusive; Pol eta inh: -22%; BAZ2B inh: inconclusive; Tb PGK inh: 1%; HP1b chromo inh: -7%; GLS inh: -5%

Three compounds out of the list, arranged by length of the SMILES, largest number first:
What do the screens show for `CCOc1ccc(C(=O)Nc2cccc(C(=O)OCc3cc(=O)n4cc(C)sc4n3)c2)cc1`?
JMJD2A Tudor: 4%; PI4K2A inh: -26; Pin1 inh: 1%; G9a inh: 0%[12.7 µM]; Pol eta inh: -15%; BAZ2B inh: -10%; Tb PGK inh: 5%; HP1b chromo inh: 26%; GLS inh: -2%

What do the screens show for `O=C(NCc1cccs1)C(=O)NCC(c1ccco1)N1CCN(c2ccc(F)cc2)CC1` (stereo not given)?
JMJD2A Tudor: -36%; PI4K2A inh: 0; Pin1 inh: -1%; G9a inh: inconclusive; Pol eta inh: -22%; BAZ2B inh: inconclusive; Tb PGK inh: 1%; HP1b chromo inh: -7%; GLS inh: -5%

Results for CCOC(=O)c1ccc(NC(=O)CSc2nc3c(c(=O)n2C)SC(C)C3)cc1 (stereo not given) ?
JMJD2A Tudor: -24%; PI4K2A inh: -4; Pin1 inh: inconclusive; G9a inh: inconclusive; Pol eta inh: -21%; BAZ2B inh: -10%; Tb PGK inh: 9%; HP1b chromo inh: 26%; GLS inh: 4%
